From PubChem
NCI-60 one-dose screen, 48 h, at 10 µM unless noted. Numbers give growth in % (100 = growth as untreated, 0 = no growth, -100 = all killed).
786-0: 786-0 renal cancer cells; 5.1% of 81,000 active
SN12C: SN12C renal cancer cells; AID 1794767; 3.8% of 81,000 active
ACHN: ACHN renal cancer; 4.9% of 81,000 active
CAKI-1: CAKI-1 renal cancer; AID 1794772; 4.7% of 75,000 active
TK-10: TK-10 renal cancer cells; 3.9% of 81,000 active; AID 1794769
IGROV1: IGROV1 ovarian cancer | 4.7% of 79,000 active
NCI/ADR-RES: NCI/ADR-RES ovarian cells; 4.4% of 81,000 active; AID 1794790
UO-31: UO-31 renal cancer | 5.2% of 81,000 active | AID 1794768
* marks the source's active call; other numbers are inactive results; nt = not tested or not shown; & = joins results of further samples. Rule for the calls: active = growth percent below 10; inactive = the rest.

SMILES	786-0	SN12C	ACHN	CAKI-1	TK-10	IGROV1	NCI/ADR-RES	UO-31
Cc1ccc2c(Nc3cccc(C(F)(F)F)c3)nccc2c1C#Cc1nn(C(C)C)c2ncnc(N)c12	97.4	93.2	94.4	92.3	89.3	86.2	91.0	65.0
COc1cc(C2C3CC4CCCC[C@H]4N3[C@@]3(C(=O)Nc4cc(Cl)ccc43)C2C(=O)c2nc3ccccc3[nH]2)cc(OC)c1OC (some centres not stated)	67.0	63.2	56.9	30.6	68.8	62.1	66.8	34.8
N#CCS(=O)(=O)CC#N	97.1	105.0	114.6	96.1	101.5	102.5	110.1	78.2
COc1cc2cc(Oc3ccc(NC(=O)c4cccc5c4OCCO5)cc3)c(C)nc2cc1OC	61.9	61.0	66.0	64.7	nt	78.0	40.1	46.0
Cc1cc(C)nc(NS(=O)(=O)c2ccc(Nc3nc4nc(SCc5ccccc5)nc(-c5ccc(O)cc5O)c4c(=O)[nH]3)cc2)n1	104.8	127.2	95.1	98.9	158.4	nt	107.0	107.3
Nc1nccc(N2CCCCC2)n1	116.4	94.5	105.1	97.3	114.6	111.1	109.3	108.8
O=c1[nH]n(C(=S)N/N=C/c2ccc(F)cc2)c(=O)c2ccccc12	76.5	71.2	82.5	82.0	101.6	90.5	31.1	nt
OCC(Cl)(Cl)C(Cl)(Cl)CO	98.1	99.8	104.6	118.8	106.9	102.5	99.4	81.7
CCOc1ccc2nc(NC(=O)c3cccnc3Nc3ccc(OC)cc3)sc2c1	89.3	96.5	95.6	88.2	nt	119.0	88.0	72.5
C=CCn1c(SCC(=O)Nc2ccc(C(=O)/C=C/c3cc(OC)c(OC)c(OC)c3)cc2)nnc1-c1ccc(OC)cc1	-30.8*	13.8	-56.1*	16.5	nt	-3.2*	20.1	-79.6*
NNc1cc(C(F)(F)F)nc2ccc(Br)cc12	105.0	91.5	101.1	80.5	123.2	100.6	106.7	76.3
O=C(N/N=C/c1ccccc1Cl)c1ccc([N+](=O)[O-])cc1	101.0	104.8	101.4	117.9	115.2	106.1	105.8	78.0
CC(=O)OCC(=O)[C@@]1(O)CCC2C3CCC4=CC(=O)CC[C@]4(C)[C@@]3(F)[C@@H](O)C[C@@]21C (some centres not stated)	104.2	50.6	86.2	77.5	nt	99.0	94.3	71.4
COc1ccc2oc(=O)c(C3(C)NC(=O)c4c(/C=C/C(=O)OC5CC6CCC5(C)C6(C)C)cccc4N3)cc2c1 (configuration not stated)	73.4	52.8	67.9	48.8	64.4	72.2	56.3	45.1
O=C(N/N=C/c1cccc(O)c1O)c1ccccc1	22.0	21.3	11.5	-20.5*	18.6	6.9*	11.0	4.4*
S=c1oc(-c2cc(-c3ccccc3)nc3ccccc23)nn1CN1CCN(c2ccccc2)CC1	94.3	92.6	91.2	86.4	114.7	95.5	104.6	75.2
O=C(Nc1cccc([N+](=O)[O-])c1)c1ccc2ccccc2c1O	40.4	50.5	77.6	nt	91.5	nt	53.1	49.8
Cc1ccc(C2=Nn3c(NN)nnc3SC2)cc1	106.1	97.3	107.3	86.2	93.6	94.1	106.5	84.5
C/C(=N\NC(N)=S)c1ccc(Nc2nc(SC(C)C)nc(-c3ccccc3)c2C#N)cc1	18.2	63.5	58.3	74.6	98.1	81.3	61.6	77.5
Cc1cccc(CC(=O)c2ccccc2)n1	94.4	94.5	nt	nt	95.6	97.0	75.7	81.5
O=S(=O)(OCC(COS(=O)(=O)c1ccccc1)(OS(=O)(=O)c1ccccc1)OS(=O)(=O)c1ccccc1)c1ccccc1	109.1	104.8	106.0	97.8	115.1	101.5	104.5	83.9
c1ccc(C2Cc3ccccc3C2=NC2CCCCC2)cc1 (configuration not stated)	97.5	101.2	97.0	nt	103.1	111.9	113.3	89.5
CCCCCCCCNC(=O)c1ccc(Cn2c(CCCC)nc3c(N)nc4ccccc4c32)cc1	-78.3*	-77.3*	26.6	-2.0*	78.8	-37.8*	-62.2*	11.8
COc1ccc(-n2/c(=N/C(=S)N(C)C)ss/c2=N\C(=S)N(C)C)cc1	112.4	104.4	108.3	100.9	120.5	106.6	96.5	92.7
O=C(Cc1ccc2c(c1)CN(C1CCC(=O)NC1=O)C2=O)NCCc1ccccc1 (configuration not stated)	6.5*	8.8*	48.9	63.6	45.8	3.0*	28.4	-10.4*
COc1cccc(/C=C2\SC(=Nc3ccc(O)c(C(=O)O)c3)NC2=O)c1	106.7	100.5	103.7	97.0	105.0	103.9	108.0	86.5
CC1(C)C(OS(C)(=O)=O)C(C)(C)C1OS(C)(=O)=O (configuration not stated)	103.1	91.1	105.9	87.6	89.8	109.5	113.4	nt
FC(F)(F)c1c(-c2nnnn2-c2ccc(Cl)cc2)cnn1-c1ccccn1	95.4	102.7	91.7	112.1	112.3	101.3	89.8	81.0
COC(=O)C(Cc1ccccc1)NC(=O)NC(=O)NC(=O)CI (configuration not stated)	-3.9*	17.2	75.7	-69.3*	75.9	nt	71.5	34.7
O=c1cc(NNC(=S)NCc2ccccc2)c2cc(Cl)ccc2[nH]1	98.9	97.7	93.9	82.5	103.9	106.6	102.0	73.6
O=C(O)CNc1ccc(Cl)c(Cl)c1	107.7	91.3	106.0	96.4	147.4	87.5	105.5	78.6
Cc1ccc(S(=O)(=O)N2CCc3c([nH]c4ccccc34)C2c2cc(=O)oc3ccc(Cl)cc23)cc1 (configuration not stated)	107.8	nt	81.8	69.7	101.5	69.1	88.2	62.1
CCC(C)OC(=O)c1ccc(OC)cc1 (configuration not stated)	93.2	95.3	100.8	93.0	91.8	101.6	102.3	93.8
O=C1N=C(C=c2ccc(=Cc3[nH]c(=O)[nH]c3O)cc2)C(=O)N1	105.6	115.2	95.2	nt	120.6	112.6	101.4	96.3
Nc1csc(N)n1	111.8	110.6	105.5	99.5	110.3	97.2	108.8	110.1
O=[N+]([O-])c1ccc2cccnc2c1	104.8	102.4	105.3	98.3	123.6	124.0	115.9	93.4
CCCc1cc(=O)n2c(C(=O)Nc3c(F)cccc3F)c(C(=O)Nc3ccc(C(=O)OC)cc3)sc2n1	105.8	99.1	113.8	110.4	91.4	nt	97.0	44.3
COc1ccc(C(O)c2ccccc2C(O)c2ccc(OC)cc2)cc1 (configuration not stated)	107.1	97.6	104.9	98.3	103.7	122.9	105.5	97.6
CN1c2ccccc2C(C)(C)C12C=Cc1cc(O)ccc1O2 (configuration not stated)	87.1	48.7	73.3	65.9	80.7	-7.4*	26.4	60.6
COC(=O)COCC(O)COc1cc(C(C)C)c(C2(c3cc(C)c(OCC(O)COCC(=O)OC)cc3C(C)C)OC(=O)c3ccccc32)cc1C (configuration not stated)	62.1	72.8	56.9	43.7	77.1	86.2	67.4	53.0

Single records, from the list above:
O=C(N/N=C/c1ccccc1Cl)c1ccc([N+](=O)[O-])cc1 is entered as 786-0: 101.0; SN12C: 104.8; ACHN: 101.4; CAKI-1: 117.9; TK-10: 115.2; IGROV1: 106.1; NCI/ADR-RES: 105.8; UO-31: 78.0
COc1cc2cc(Oc3ccc(NC(=O)c4cccc5c4OCCO5)cc3)c(C)nc2cc1OC is entered as 786-0: 61.9; SN12C: 61.0; ACHN: 66.0; CAKI-1: 64.7; TK-10: nt; IGROV1: 78.0; NCI/ADR-RES: 40.1; UO-31: 46.0

Individual results from above.
IGROV1, Cc1ccc(S(=O)(=O)N2CCc3c([nH]c4ccccc34)C2c2cc(=O)oc3ccc(Cl)cc23)cc1 (configuration not stated) : 69.1
CAKI-1, O=[N+]([O-])c1ccc2cccnc2c1 : 98.3
SN12C, Nc1csc(N)n1 : 110.6
ACHN, CCC(C)OC(=O)c1ccc(OC)cc1 (configuration not stated) : 100.8

Going on with the list:
SMILES	786-0	SN12C	ACHN	CAKI-1	TK-10	IGROV1	NCI/ADR-RES	UO-31
CN(C)CCC(OC(=O)C(c1ccccc1)c1ccccc1)c1ccccc1 (configuration not stated)	65.0	89.5	99.8	77.7	76.1	78.5	86.4	68.3
Cc1ccc(S(=O)(=O)N2CCc3c([nH]c4ccccc34)C2c2cc(=O)oc3cc(C)ccc23)cc1 (configuration not stated)	99.0	nt	83.3	69.9	95.7	74.5	88.1	63.2
CC(CC(C)(C)C)C(=O)NC(N)=O (configuration not stated)	100.4	101.8	106.9	99.6	97.6	115.9	105.6	101.3
CC12CCC3C4(C)COC(c5cccc(F)c5)OC4CCC3(C)C1CC(C1=CCOC1=O)O2 (configuration not stated)	99.6	86.5	89.8	83.7	90.6	92.0	92.4	63.4
Nc1ccccc1CO	95.9	105.1	95.4	80.8	112.5	109.3	110.2	87.2
CCOC(=O)C[N+](C)(C)CCn1c2ccccc2c2nc3cc(C)c(C)cc3nc21	92.9	62.1	81.8	76.6	101.6	94.2	81.3	62.4
O=C1Cc2ccccc2C(=O)N1	82.1	96.7	82.1	77.0	91.0	76.8	91.8	75.5
Cc1ccccc1N=Nc1c(S(=O)(=O)O)cc2cc(NC(=O)Nc3ccc4c(O)c(N=Nc5ccc6cc(S(=O)(=O)O)ccc6c5)c(S(=O)(=O)O)cc4c3)ccc2c1O	120.1	115.2	92.1	nt	117.2	95.4	95.1	77.9
CCCCN(CCCC)C(C)C(=O)c1ccc2cc(Br)c3ccccc3c2c1 (configuration not stated)	103.3	101.9	101.7	92.7	107.7	123.5	107.9	78.0
O=C(Nc1ccccc1O)c1cccc(Nc2ccnc(C(F)(F)F)c2)c1	101.7	84.5	91.7	100.2	120.6	76.1	76.6	61.2
Cc1nnc(-c2cc3c(ccc4ccccc43)oc2=O)c2cn(-c3ccc(Cl)cc3)nc12	97.5	99.5	97.5	nt	150.9	87.0	96.3	66.2
c1ccc(-c2noc3ncnc(Nc4ccc(N5CCCCC5)cc4)c23)cc1	97.6	96.7	106.3	92.0	121.5	94.4	99.9	83.6
N#Cc1c(-c2ccccc2)nc(SCC2CO2)[nH]c1=O (configuration not stated)	102.3	95.8	91.8	106.3	118.4	112.2	96.9	99.2
COc1cc(C2C=C(c3ccc(Cl)cc3)N=C3SC(C)=CN32)cc(OC)c1OC (configuration not stated)	89.5	90.6	105.2	88.7	71.0	96.6	97.6	79.3
Cc1ccc2nc[nH]c2c1	99.0	107.5	118.9	106.2	88.6	104.7	105.4	94.6
Cc1cccc(-n2cc(-c3ccc(Br)cc3)sc2=Nc2ccc(Nc3ncnc4sc5c(c34)CCCC5)cc2)c1	102.8	98.7	98.8	100.3	122.0	97.6	104.6	75.0
O=C1N/C(=N/N=C(c2ccccc2)c2ccccc2)S/C1=C\c1ccc(Br)cc1	98.0	98.0	97.7	77.2	107.0	91.9	103.4	73.1
CC(C)c1ccc(NC(=O)Nc2ccc(NC(=O)CCCC(=O)Nc3ccccc3O)cc2)cc1	78.6	79.0	95.3	94.5	85.9	87.9	79.3	76.0
O=C(N/N=C/c1ccc(Cl)cc1)c1ccc(OCc2nc3ccc(Cl)cc3[nH]2)cc1	-63.1*	30.4	28.6	73.6	12.4	15.4	45.4	11.1
C/C(=C\c1ccccc1)c1ccccc1	80.3	107.4	98.6	nt	85.7	101.8	97.9	107.7
COC(=O)c1ccccc1C	101.2	90.7	103.2	90.1	98.2	97.7	100.3	88.0
O=C(O)c1ccccc1F	108.1	104.4	101.3	nt	121.5	110.0	102.2	95.2
Cn1c(=O)c2ncn(CC(=O)O)c2n(C)c1=O	105.6	102.7	116.4	nt	245.3	115.6	88.9	93.8
CCCCC/C(=C\c1ccccc1)C1OCC(C)(C)CO1	94.4	105.9	nt	nt	89.1	108.5	100.5	91.9
O=C(c1ccccc1)c1cc2ccccc2o1	83.5&101.7	100.9&100.5	101.3&106.4	91.5	99.9&97.5	101.2&101.8	98.0&98.9	87.9&88.6
Cn1ccc2c1-c1c(cc(S(=O)(=O)c3ccccc3)c(=O)n1C)CCC2	91.0	102.2	96.1	97.5	93.0	101.1	99.8	78.3
CC(C)(O)C#CC#CC(C)(C)O	105.6	109.2	98.8	97.5	95.6	101.7	96.9	99.1
O=C1CCCCC1Nc1ccc(Br)cc1 (configuration not stated)	90.9	106.3	97.4	104.9	114.1	112.7	104.9	98.5
Cc1ccc2[nH]c3nc(=O)[nH]nc3c2c1	101.6	100.1	96.2	91.1	113.2	nt	98.5	82.5
Nc1c(S(=O)(=O)O)[nH]c(=O)[nH]c1=O	95.5	94.8	78.4	71.1	100.3	130.5	95.2	82.9
CCOC(=O)C1=C(C)N=C2Sc3cccc(OC)c3N2[C@H]1c1ccccn1	112.7	93.4	101.1	89.2	117.3	101.0	96.4	75.3
CC1=C(C(=O)OCC2CCN(C(=O)OC(C)(C)C)CC2)[C@H](c2cccc(C#N)c2)C2=C(CC(C)(C)CC2=O)N1	62.8	52.9	35.4	52.4	69.7	47.8	50.6	57.8
O=C(CSc1cc[n+](CCCO)c2ccccc12)n1ccc2ccccc21	108.8	93.5	91.9	84.7	143.5	79.6	97.2	67.8
COc1cc(NC(C)CN(CC(C)C)C(C)C)c2ncccc2c1 (configuration not stated)	110.7	104.2	99.3	98.6	119.9	109.7	93.3	87.6
COc1ccc(-c2cn(C(=O)c3ccc(C(F)(F)F)cc3)nc2N)cc1	91.9	96.6	100.2	98.2	107.8	98.3	96.6	78.2
Cc1cc(=O)[nH]c(SCC(=O)Nc2nc(-c3ccccc3)cs2)n1	105.9	107.2	96.0	95.9	115.0	82.5	106.9	85.1
Nc1ccc(NCc2c(-c3ccccc3)no[n+]2[O-])cc1	108.1	108.7	104.1	108.4	155.8	111.3	105.1	98.9
Cc1n[nH]c2c([N+](=O)[O-])c(=O)[nH]c(=O)n12	98.6	98.8	105.5	103.4	103.4	110.0	104.8	86.5
CCOC(=O)C(C(C)=O)C(c1ccc(N(C)C)cc1)c1ccc(N(C)C)cc1 (configuration not stated)	100.6	98.0	101.6	95.1	115.9	97.4	93.1	79.9
